TRb SRC2 PPI: inhibitors of human thyroid hormone receptor beta-SRC2 interaction. TRbeta-SRC2 peptide binding, fluorescence polarization; receptor liganded with 1 µM T3. Potency, µM (titrated, usually from 106 µM), inactives show top-dose activity change, negative = inhibition, actives largely listed as inhibitors. actives 0.065% (n = 280,000);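 further: plate controls were bound peptide for no effect and peptide without receptor for full effect; nearly all actives have a fitted effect of over 50% in size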
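Read-out is fluorescence polarization (555 nm excitation, 632 nm emission) of a Texas Red SRC2 coactivator peptide; loss of signal reflects blocked binding to human TRb ligand-binding domain in the presence of 1 uM T3.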
L3MBTL1 inh: inhibitors of human L3MBTL1. AlphaScreen L3MBTL1–H3K9me1 peptide binding. Potency, µM (top dose mostly 57.1 µM), for the others: top-dose activity, negative = inhibition, hits mostly inhibitors. actives 0.66% (n = 230,000); further: on the % scale 0 is the no-effect control and ±100 the full control effect; nearly all actives have a fitted effect of over 60% in size
Target sequence (Q9Y468 whole entry, looked up): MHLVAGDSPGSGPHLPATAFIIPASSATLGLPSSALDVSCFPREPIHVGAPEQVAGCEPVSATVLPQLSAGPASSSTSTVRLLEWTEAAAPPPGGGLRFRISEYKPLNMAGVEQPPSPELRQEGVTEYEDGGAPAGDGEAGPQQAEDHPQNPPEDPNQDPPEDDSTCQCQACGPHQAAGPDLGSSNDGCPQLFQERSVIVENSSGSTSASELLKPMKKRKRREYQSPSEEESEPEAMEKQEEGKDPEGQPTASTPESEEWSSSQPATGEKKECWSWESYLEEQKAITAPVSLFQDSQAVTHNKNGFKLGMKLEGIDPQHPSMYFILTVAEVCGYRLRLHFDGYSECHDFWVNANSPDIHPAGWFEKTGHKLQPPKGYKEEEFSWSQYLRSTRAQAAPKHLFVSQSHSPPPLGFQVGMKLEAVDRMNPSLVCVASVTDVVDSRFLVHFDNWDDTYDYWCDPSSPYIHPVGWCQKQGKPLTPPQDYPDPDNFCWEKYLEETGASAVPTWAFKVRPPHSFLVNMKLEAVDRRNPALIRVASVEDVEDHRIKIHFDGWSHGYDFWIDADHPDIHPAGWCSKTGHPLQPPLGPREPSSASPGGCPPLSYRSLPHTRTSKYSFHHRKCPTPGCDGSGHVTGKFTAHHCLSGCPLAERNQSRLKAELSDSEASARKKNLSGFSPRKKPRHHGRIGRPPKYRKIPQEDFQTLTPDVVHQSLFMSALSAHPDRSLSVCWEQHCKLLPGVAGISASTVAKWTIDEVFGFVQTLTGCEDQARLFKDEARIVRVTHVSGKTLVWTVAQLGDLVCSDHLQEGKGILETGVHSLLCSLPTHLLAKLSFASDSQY
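L3MBTL1 (50 nM) pre-complexed 30 min with biotinylated H3(1-15)K9me1 peptide (75 nM), then compounds added for 30 min at room temperature; AlphaScreen streptavidin donor/nickel chelate acceptor beads (10 ug/mL final) read after 30 min dark incubation.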
Tau ThT inhib: tau fibrillization inhibition (ThT binding); P10636; recombinant tau K18 P301L, heparin-induced fibrillization, ThT fluorescence; Potency, µM (series often up to 57.4 µM), inactives show top-dose activity, negative = inhibition, usual class: inhibitors; actives 2.1% (n = 270,000); further: on the % scale 0 is the no-effect control and ±100 the full control effect; nearly all actives have a fitted effect of over 55% in size
Target sequence (P10636 561-689 P618L limits assumed): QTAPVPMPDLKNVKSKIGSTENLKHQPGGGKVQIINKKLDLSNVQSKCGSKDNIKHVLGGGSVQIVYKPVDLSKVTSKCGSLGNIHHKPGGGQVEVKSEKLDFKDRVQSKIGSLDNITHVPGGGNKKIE
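Fibril formation assay: tau K18 P301L at 15 uM with trace Alexa 594 label, heparin inducer 20 uM, pH 7 sodium acetate buffer, 37 C for 6 hr; endpoint ThT signal.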
RECQ1 helicase: inhibitors of human RECQ1 DNA helicase. actives 0.54% (n = 240,000). P46063. AID 2549. RECQ1 DNA unwinding, red fluorescence kinetic read. Potency, µM (series often up to 57.3 µM), inactives show top-dose activity, negative = inhibition, hits mostly inhibitors;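 further: plate controls were vehicle for no effect and no enzyme for full effect; nearly all actives have a fitted effect of over 30% in size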
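50 nM RECQ1T1 preincubated 15 min with compound in Tris pH 8.0 buffer with MgCl2, DTT, Tween-20 and 2.5 ug/ml poly(dI-dC); started with 200 nM TAMRA/BHQ-2 forked duplex and 2 mM ATP. Unwinding read as fluorescence (525/598 nm), two reads 2 h apart.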
HTT cytoprotect: Huntington cell model cytoprotection by ATP luminescence. PC12 HTT-Q103 induced, cytoprotection, ATP luminescence, 40 h. Potency, µM (series often up to 56.4 µM), without a hit: cytoprotection (ATP increase), usual class: activators. actives 0.14% (n = 230,000). AID 1471;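 further: % of control where 0% means no effect; nearly all actives have a fitted effect of over 45% in size; toxic huntingtin expression switched on by the ecdysone agonist tebufenozide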
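Huntington model: PC12 line, ecdysone-inducible HTTQ103 exon1–GFP, tebufenozide 100 nM. Test articles in a dose series. Endpoint luminescence from cellular ATP.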
Tau fibril FP: tau fibrillization inhibition (FP); Potency, µM (titrated, usually from 57.7 µM), inactives show at the highest dose activity, negative = inhibition, actives largely listed as inhibitors; K18 P301L tau heparin fibrillization, Alexa594 FP, 6 h; actives 0.39% (n = 280,000); further: on the % scale 0 is the no-effect control and ±100 the full control effect; nearly all actives have a fitted effect of over 55% in size
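Human tau K18 […] P301L fragment, 15 uM unlabeled plus 0.24 uM Alexa 594-labeled tau (final), with compound and 20 uM heparin in 100 mM sodium acetate pH 7; 6 hr at 37 C, then Alexa 594 FP read.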
TexasRed fluor: alters Texas Red total fluorescence, flagging assay interference | TRb/SRC2 Texas Red total fluorescence interference | actives 0.29% (n = 280,000) | Potency, µM (highest dose often 106 µM), inactives show top-dose fluorescence change, negative = quenching; active means well fitted curve in either direction with a large enough effect; inconclusive means small, poorly fitted or top-dose-only effect; further: on the % scale 0 is the no-effect control and ±100 the full control effect
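Flags fluorescent or light-absorbing compounds by total fluorescence, S + 2P, at 555 nm excitation and 632 nm emission. Mixture: 20 nM Texas Red SRC2 peptide, 0.6 uM human TRb LBD, 1 uM T3, 5% DMSO; compound exposure 5 h at ambient temperature.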
Tau fluor counter: counter-screen for tau fibril formation inhibitors. tau K18 P301L Alexa594 fluorescence, heparin fibrillization. Potency, µM (highest dose often 57.7 µM), without a hit: top-dose activity change, negative = decrease. actives 0.93% (n = 280,000). AID 1463; further: on the % scale 0 is the no-effect control and ±100 the full control effect; nearly all actives have a fitted effect of over 55% in size
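Human tau K18 P301L (15 uM unlabeled, 0.24 uM Alexa 594-labeled) in 100 mM sodium acetate pH 7 with 20 uM heparin, 6 hr at 37 C. ThT 30 uM added, 1 hr ambient; Alexa 594 FP and total fluorescence read at 555/632 nm.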
Active calls of the source: *; & = joins results of further samples; [ ] = another dose, or the depositor's remark. Unless noted, the call rests on the fitted dose curve; in most records, active means well fitted curve in the direction sought with a large enough effect; inconclusive means small, poorly fitted or top-dose-only effect, or another doubt; inactive means no such curve, though single readings can be large; an effect the other way counts as inactive or inconclusive. Potency means the concentration at half of the fitted maximal effect.

Results for CCC(=O)NCCNc1nc2cc(C)c(C)cc2cc1C#N ?
TRb SRC2 PPI: 1%; L3MBTL1 inh: 4%; Tau ThT inhib: -4%; RECQ1 helicase: -5%; HTT cytoprotect: 10%; Tau fibril FP: -14%; TexasRed fluor: -3%; Tau fluor counter: -5%

Results for O=C(NCCc1ccc(Cl)cc1)C1CCN(S(=O)(=O)N2CCCCC2)CC1 ?
TRb SRC2 PPI: -2%; L3MBTL1 inh: -1%; Tau ThT inhib: inconclusive; RECQ1 helicase: 0%; HTT cytoprotect: -29%; Tau fibril FP: -4%; TexasRed fluor: 0%; Tau fluor counter: -26%

What do the screens show for `COc1ccccc1CN1C(=S)SC(C)(C)C1NO` (configuration not stated)?
TRb SRC2 PPI: 5%; L3MBTL1 inh: -4%; Tau ThT inhib: -8%; RECQ1 helicase: -1%; HTT cytoprotect: 3%[10 µM]; Tau fibril FP: 3%; TexasRed fluor: 2%; Tau fluor counter: -15%

How did Cc1ccccc1C(=O)c1c[nH]c(C(=O)NCCc2ccccn2)c1 do in these assays?
TRb SRC2 PPI: -1%; L3MBTL1 inh: 19%; Tau ThT inhib: 1%; RECQ1 helicase: inactive; HTT cytoprotect: 23%[10 µM]; Tau fibril FP: -5%; TexasRed fluor: 0%; Tau fluor counter: 5%

How did COc1ccc(CC(=O)Nc2ccc3nc(C)sc3c2)cc1OC do in these assays?
TRb SRC2 PPI: 5%; L3MBTL1 inh: 6%; Tau ThT inhib: -13%; RECQ1 helicase: 4%; HTT cytoprotect: -20%[1.9 µM]; Tau fibril FP: 5%; TexasRed fluor: 4%; Tau fluor counter: -13%

What do the screens show for `Brc1ccc(OCCOCCN2CCOCC2)cc1`?
TRb SRC2 PPI: 1%; Tau ThT inhib: -12%; RECQ1 helicase: 12%; HTT cytoprotect: 11%; Tau fibril FP: 9%; TexasRed fluor: 1%; Tau fluor counter: -3%

Results for Cc1ccc(C(=O)NCCCNCCCNC(=O)c2ccc(C)nc2)cn1 ?
TRb SRC2 PPI: -25%; L3MBTL1 inh: -2%; Tau ThT inhib: -2%; RECQ1 helicase: -6%; HTT cytoprotect: -13%[10 µM]; Tau fibril FP: 1%; TexasRed fluor: 0%; Tau fluor counter: -2%

How did Cc1n[nH]c(=O)nc1NCc1ccc(Cl)cc1 do in these assays?
TRb SRC2 PPI: 4%; Tau ThT inhib: -3%; RECQ1 helicase: inactive; HTT cytoprotect: -6%[0.074 µM]; Tau fibril FP: 2%; TexasRed fluor: -4%; Tau fluor counter: 2%

What do the screens show for `CCc1c(C)nc(SCC(=O)N2CCN(c3ccccc3OC)CC2)[nH]c1=O`?
TRb SRC2 PPI: 3%&1%; L3MBTL1 inh: 13%; Tau ThT inhib: 1%&-3%; RECQ1 helicase: -10%; HTT cytoprotect: -19%; Tau fibril FP: 6%&2%; TexasRed fluor: -4%&3%; Tau fluor counter: 6%&2%

How did Cc1ccc(-n2c(=O)c(C#N)cc3c(=O)n4cccc(C)c4nc32)cc1 do in these assays?
TRb SRC2 PPI: -19%; Tau ThT inhib: -12%; RECQ1 helicase: 18%; HTT cytoprotect: 5%; Tau fibril FP: 2%; TexasRed fluor: 1%; Tau fluor counter: -11%

A section taken from the entries so far, as a working copy:
How did Cc1n[nH]c(=O)nc1NCc1ccc(Cl)cc1 do in these assays?
TRb SRC2 PPI: 4%; Tau ThT inhib: -3%; RECQ1 helicase: inactive; HTT cytoprotect: -6%[0.074 µM]; Tau fibril FP: 2%; TexasRed fluor: -4%; Tau fluor counter: 2%

What do the screens show for `CCc1c(C)nc(SCC(=O)N2CCN(c3ccccc3OC)CC2)[nH]c1=O`?
TRb SRC2 PPI: 3%&1%; L3MBTL1 inh: 13%; Tau ThT inhib: 1%&-3%; RECQ1 helicase: -10%; HTT cytoprotect: -19%; Tau fibril FP: 6%&2%; TexasRed fluor: -4%&3%; Tau fluor counter: 6%&2%

How did Cc1ccc(-n2c(=O)c(C#N)cc3c(=O)n4cccc(C)c4nc32)cc1 do in these assays?
TRb SRC2 PPI: -19%; Tau ThT inhib: -12%; RECQ1 helicase: 18%; HTT cytoprotect: 5%; Tau fibril FP: 2%; TexasRed fluor: 1%; Tau fluor counter: -11%

Remaining list, next part:
How did C/C(CCC(C)C)=N\NC(=O)COc1ccccc1-c1ccccc1 do in these assays?
TRb SRC2 PPI: 2%; L3MBTL1 inh: 4%; Tau ThT inhib: -5%; RECQ1 helicase: -13%; HTT cytoprotect: -76%[inhibitor]; Tau fibril FP: 1%; TexasRed fluor: -3%; Tau fluor counter: 0%

Results for COc1cc(C(=O)NCc2ccco2)cc(OC)c1OC ?
TRb SRC2 PPI: 2%; L3MBTL1 inh: 2%; Tau ThT inhib: -2%; RECQ1 helicase: inactive; HTT cytoprotect: -53%[inhibitor][10 µM]; Tau fibril FP: -2%; TexasRed fluor: -2%; Tau fluor counter: 3%

Results for Cc1ccc2nc(-c3ccc(-c4ccccn4)s3)cn2c1 ?
TRb SRC2 PPI: -1%; L3MBTL1 inh: 1%; Tau ThT inhib: inconclusive; RECQ1 helicase: -18%; HTT cytoprotect: -24%[10 µM]; Tau fibril FP: -6%; TexasRed fluor: -3%; Tau fluor counter: -7%

How did O=C(COC(=O)CN=C1NS(=O)(=O)c2ccccc21)Nc1ccccc1OC(F)F do in these assays?
TRb SRC2 PPI: 4%; L3MBTL1 inh: 16%; Tau ThT inhib: 3%; RECQ1 helicase: -9%; HTT cytoprotect: -3%[10 µM]; Tau fibril FP: 4%; TexasRed fluor: 1%; Tau fluor counter: 4%

How did Cn1nnnc1SCCNCc1ccc(OCc2ccc(Cl)cc2)cc1 do in these assays?
TRb SRC2 PPI: -2%; Tau ThT inhib: -23%; Tau fibril FP: -5%; TexasRed fluor: 2%; Tau fluor counter: -30%

What do the screens show for `Cc1cccc(N2CCN(C(=O)c3nn(C)c4c3CS(=O)(=O)c3ccccc3-4)CC2)c1C`?
TRb SRC2 PPI: -4%; Tau ThT inhib: -2%; Tau fibril FP: -1%; TexasRed fluor: 7%; Tau fluor counter: -4%

What do the screens show for `COCCNC(=O)c1ccc2c(c1)N(Cc1cccc(Cl)c1)C(=O)c1ccccc1S2=O` (configuration not stated)?
TRb SRC2 PPI: 5%; Tau ThT inhib: -5%; Tau fibril FP: -7%; TexasRed fluor: 0%; Tau fluor counter: -14%

How did C[C@H](NC(=O)c1ccc(Cl)cc1)C(=O)NCCc1ccc(S(N)(=O)=O)cc1 do in these assays?
TRb SRC2 PPI: -1%; Tau ThT inhib: 2%; RECQ1 helicase: -2%; HTT cytoprotect: 1%; Tau fibril FP: -12%; TexasRed fluor: -1%; Tau fluor counter: -9%

Results for Cc1c(C(=O)O)cccc1-n1c(C)cc(/C=C(/C#N)C(=O)NCc2ccccc2)c1C ?
TRb SRC2 PPI: 4%; L3MBTL1 inh: inconclusive; Tau ThT inhib: 2%; RECQ1 helicase: inactive; HTT cytoprotect: 9%; Tau fibril FP: 3%; TexasRed fluor: -1%; Tau fluor counter: -1%

Results for CCOC(=O)N1CCC(NS(=O)(=O)c2ccc(C)c(Cl)c2)CC1 ?
TRb SRC2 PPI: 4%; L3MBTL1 inh: -4%; Tau ThT inhib: -6%; RECQ1 helicase: -3%; HTT cytoprotect: 23%[10 µM]; Tau fibril FP: 7%; TexasRed fluor: -1%; Tau fluor counter: -9%

How did O=C(COC(=O)c1ccco1)NC(c1ccccc1)c1ccccc1 do in these assays?
TRb SRC2 PPI: 2%; Tau ThT inhib: -6%; RECQ1 helicase: -7%; HTT cytoprotect: -6%; Tau fibril FP: -8%; TexasRed fluor: -2%; Tau fluor counter: -13%

How did CNC(=O)c1cc2c(s1)-c1ccccc1CC2 do in these assays?
TRb SRC2 PPI: 0%; L3MBTL1 inh: -2%; Tau ThT inhib: inconclusive; RECQ1 helicase: inactive; HTT cytoprotect: -31%[1.9 µM]; Tau fibril FP: -1%; TexasRed fluor: -4%; Tau fluor counter: -7%

Results for CC(=O)N1CCc2cc(S(=O)(=O)CCC(=O)N3CCN(c4ccccn4)CC3)ccc21 ?
TRb SRC2 PPI: 10%; L3MBTL1 inh: 3%; Tau ThT inhib: 5%; RECQ1 helicase: -1%; HTT cytoprotect: 2%[10 µM]; Tau fibril FP: 3%; TexasRed fluor: 3%; Tau fluor counter: 5%

How did O=C(Nn1c(C2CCC2)nc2ccccc2c1=O)C1CCC1 do in these assays?
TRb SRC2 PPI: 13%; L3MBTL1 inh: 5%; Tau ThT inhib: -5%; RECQ1 helicase: -5%; HTT cytoprotect: 9%; Tau fibril FP: -1%; TexasRed fluor: 1%; Tau fluor counter: -4%

How did CCC(=O)N1CCc2cc(Br)cc(S(=O)(=O)C3(C(=O)OC)CC3)c21 do in these assays?
TRb SRC2 PPI: 3%; L3MBTL1 inh: 6%; Tau ThT inhib: -9%; RECQ1 helicase: -3%; HTT cytoprotect: -29%; Tau fibril FP: 0%; TexasRed fluor: -1%; Tau fluor counter: 0%

How did CCOC(=O)Cn1nc(-c2ccc(F)cc2)oc1=O do in these assays?
TRb SRC2 PPI: -1%; Tau ThT inhib: -4%; RECQ1 helicase: inactive; HTT cytoprotect: 7%[10 µM]; Tau fibril FP: -3%; TexasRed fluor: -4%; Tau fluor counter: -10%

What do the screens show for `COc1ccc(NC(=O)CCCc2c[nH]c3ccccc23)cc1OC`?
TRb SRC2 PPI: -3%; L3MBTL1 inh: 3%; Tau ThT inhib: inconclusive; RECQ1 helicase: -9%; HTT cytoprotect: 2%[1.9 µM]; Tau fibril FP: 18%; TexasRed fluor: 5%; Tau fluor counter: -20%

How did CC(=O)Nc1nnc(SCc2ccc(C(=O)Nc3ccccc3F)cc2)s1 do in these assays?
TRb SRC2 PPI: -3%; Tau ThT inhib: -11%; RECQ1 helicase: -17%; HTT cytoprotect: 11%; Tau fibril FP: -12%; TexasRed fluor: -1%; Tau fluor counter: -13%

High-throughput results: PubChem, National Center for Advancing Translational Sciences (NCATS)

The list is partial; rates above refer to the full screens.
